Rv3671c protease: inhibitors of M. tuberculosis serine protease Rv3671c; P9WHR9; inhibition, % at 5.96 µM; hit rate 0.048% among 320,000; AID 2606; in the data active = inhibition above about 38%;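 also: extracellular domain of Rv3671c used as enzyme; 0% = enzyme with DMSO and 100% = no enzyme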
Target sequence (P9WHR9 whole entry, looked up, the tested form may be a part): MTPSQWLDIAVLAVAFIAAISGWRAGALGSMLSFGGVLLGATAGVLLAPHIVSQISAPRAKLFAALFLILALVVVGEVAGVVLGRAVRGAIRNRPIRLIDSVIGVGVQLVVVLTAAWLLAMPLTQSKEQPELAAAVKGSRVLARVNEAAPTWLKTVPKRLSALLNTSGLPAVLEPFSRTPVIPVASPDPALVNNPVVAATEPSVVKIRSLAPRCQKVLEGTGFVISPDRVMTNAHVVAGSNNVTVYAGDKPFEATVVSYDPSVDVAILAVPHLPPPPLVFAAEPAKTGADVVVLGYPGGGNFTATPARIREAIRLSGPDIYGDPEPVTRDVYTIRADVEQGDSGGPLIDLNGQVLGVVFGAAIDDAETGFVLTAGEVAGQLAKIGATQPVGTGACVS
DUSP3 inh: inhibitors of human VHR1 phosphatase (DUSP3); P51452; hit rate 0.52% among 290,000; recombinant VHR phosphatase, pNPP absorbance; inhibition, % at 13.3 µM; AID 1654; in the data active = inhibition above about 50%; also: some compounds called inactive have numbers as strong as hits
Target sequence (P51452 whole entry, looked up): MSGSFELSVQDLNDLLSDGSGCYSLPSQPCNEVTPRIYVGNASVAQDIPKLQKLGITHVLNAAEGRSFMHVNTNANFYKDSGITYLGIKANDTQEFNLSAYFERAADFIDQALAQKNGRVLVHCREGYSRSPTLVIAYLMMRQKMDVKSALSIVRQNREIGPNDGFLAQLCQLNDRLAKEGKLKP
UGM FP inh: Mtb UDP-galactopyranose mutase inhibition. purified UGM, fluorescence polarization probe displacement. hit rate 0.06% among 320,000. inhibition, % at 10 µM. P9WIQ1; in the data active = inhibition above about 10%, passing the limit was not always enough
Target sequence (P9WIQ1 whole entry, looked up): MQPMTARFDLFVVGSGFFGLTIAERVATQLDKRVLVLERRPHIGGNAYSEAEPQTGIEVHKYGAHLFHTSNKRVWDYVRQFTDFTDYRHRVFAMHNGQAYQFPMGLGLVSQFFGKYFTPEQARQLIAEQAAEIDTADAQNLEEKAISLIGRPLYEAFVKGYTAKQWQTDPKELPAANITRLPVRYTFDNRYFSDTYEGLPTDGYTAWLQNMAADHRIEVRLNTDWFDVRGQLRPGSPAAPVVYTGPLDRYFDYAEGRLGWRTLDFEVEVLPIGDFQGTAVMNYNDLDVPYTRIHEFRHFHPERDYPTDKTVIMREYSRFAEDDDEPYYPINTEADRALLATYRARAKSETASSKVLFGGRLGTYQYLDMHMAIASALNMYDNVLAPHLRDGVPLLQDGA
FBA Mtb inh: inhibits M. tuberculosis FBA enzyme; P9WQA3; purified M. tuberculosis FBA, fluorescence read-out; inhibition, % at 1 µM; hit rate 2.3% among 360,000; AID 588726; in the data active = inhibition above about 27%;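 also: 0% = vehicle and 100% = reference inhibitor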
BH1578 lux ind: inducers of Vibrio cholerae quorum light production without autoinducers; AID 588436; activation, % at 18.7 µM; V. cholerae BH1578 lux reporter, luminescence, 6 h; hit rate 0.16% among 350,000; in the data active = activation mostly above about 9.7%, no sharp cut-off; also: not every result past the cut was called active; inactives centre near 0; reference of the scale not given here
BioA inh: BioA (M. tuberculosis) enzyme inhibition; purified M. tuberculosis BioA enzyme, plate reader; inhibition, % at 9.99 µM; hit rate 0.096% among 360,000; AID 602481; in the data active = inhibition above about 40%
MazF activator: activators of E. coli MazEF toxin-antitoxin RNase | P0AE70 | FAM/BHQ RNA-DNA oligo cleavage fluorescence, 5 h | activation, % at 20 µM | hit rate 0.32% among 350,000 | AID 504720; in the data active = activation above about 50%
Target sequence (P0AE70 whole entry, looked up): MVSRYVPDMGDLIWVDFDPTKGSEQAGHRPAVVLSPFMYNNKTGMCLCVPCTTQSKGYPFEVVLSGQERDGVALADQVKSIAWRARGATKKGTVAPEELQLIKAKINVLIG
GDH-TPI counter: inhibits GDH-TPI coupling enzymes, artifact for Mtb FBA screen | hit rate 1.2% among 360,000 | AID 588335 | inhibition, % at 4.8 µM | GDH-TPI coupled enzyme counterscreen, NADH absorbance; in the data active = inhibition above about 30%;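 also: 0% = DMSO wells and 100% = wells lacking the enzyme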
3CLpro inhibitor: SARS-CoV 3CLpro protease inhibition | P0C6X7 | recombinant SARS-CoV 3CLpro, quenched FRET peptide cleavage | inhibition, % at 6 µM | hit rate 0.14% among 290,000; in the data active = inhibition above about 12%
PriA SSB inh: K. pneumoniae PriA-SSBct interaction inhibition | AlphaScreen SSBct-PriA binding, biotinylated peptide | inhibition, % at 33 µM | hit rate 0.6% among 430,000 | AID 1272365; in the data active = inhibition mostly above about 37%, no sharp cut-off; inactive = mostly below about 20%;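 also: plate controls were negative control peptide for no effect and reference peptide for full effect; strong numbers were not always called active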
* hit, by the source's call; i = inactive; · = no result given; + = active, no number. The list is partial; count on the stated rates, not on these rows.

SMILES | Rv3671c protease | DUSP3 inh | UGM FP inh | FBA Mtb inh | BH1578 lux ind | BioA inh | MazF activator | GDH-TPI counter | 3CLpro inhibitor | PriA SSB inh
COc1ccc(C2C(C(=O)c3ccco3)=C(O)C(=O)N2c2nnc(C)s2)cc1 (centres undefined) | 2 | 7 | 1.7 | -2 | -0.3 | · | -52 | 1 | 2 | -1
COc1ccc(/C=N/Nc2cc(=O)n(C)c(=O)n2C)cc1OC | -12 | -8 | 2.2 | 13 | -0.2 | · | 11 | 34* | 0 | ·
COCCNC(=S)N/N=C(\C)c1ccc(OC)cc1 | 0 | -12 | -2.5 | -1 | -5.2 | -0.4 | 5 | 8 | 2 | ·
O=C(NCC1CCN(C(=O)c2ccc([N+](=O)[O-])cc2)CC1)C(=O)Nc1ccccc1 | 8 | 4 | -5.0 | 2 | -0.2 | · | 5 | 4 | 2 | -9
CCC(C)(C)n1nnnc1C(c1cccc(C#N)c1)N1CCN(c2cc(C)ccc2C)CC1 (centres undefined) | -10 | 13 | 1.9 | -4 | 3.3 | -2.0 | -8 | -4 | · | -6
CCCCN(C(=O)CSCC(=O)Nc1cccc(C)c1)c1c(N)n(CCCC)c(=O)[nH]c1=O | 0 | · | -0.3 | 3 | 0.9 | -0.4 | -11 | 1 | · | -3
NC(=O)CSC1=Nc2ccccc2C2=NC(CCC(=O)NCc3ccc(F)cc3)C(=O)N12 (centres undefined) | -7 | 0 | 2.6 | 15 | 0.7 | · | 9 | 10 | 3 | -4
C=CC[n+]1c(-c2ccc(C)cc2)csc1NNC(=O)Nc1ccccc1 | -13 | 21 | 5.5 | 1 | -0.9 | · | -7 | 5 | -6 | 21
O=C(C1=COCCO1)N1CCN(S(=O)(=O)c2cccc(F)c2)CC1 | 6 | · | 0.3 | 1 | 2.0 | -1.6 | 3 | -6 | · | 9
CSCCC(NC(=O)C12CC3CC(CC(C3)C1)C2)C(=O)OCC(=O)c1ccc(Cl)cc1 (centres undefined) | -2 | 21 | -1.6 | -8 | -0.6 | -0.5 | 6 | 2 | 1 | -10

Next part (three carried over from the part before).
SMILES | Rv3671c protease | DUSP3 inh | UGM FP inh | FBA Mtb inh | BH1578 lux ind | BioA inh | MazF activator | GDH-TPI counter | 3CLpro inhibitor | PriA SSB inh
C=CC[n+]1c(-c2ccc(C)cc2)csc1NNC(=O)Nc1ccccc1 | -13 | 21 | 5.5 | 1 | -0.9 | · | -7 | 5 | -6 | 21
O=C(C1=COCCO1)N1CCN(S(=O)(=O)c2cccc(F)c2)CC1 | 6 | · | 0.3 | 1 | 2.0 | -1.6 | 3 | -6 | · | 9
CSCCC(NC(=O)C12CC3CC(CC(C3)C1)C2)C(=O)OCC(=O)c1ccc(Cl)cc1 (centres undefined) | -2 | 21 | -1.6 | -8 | -0.6 | -0.5 | 6 | 2 | 1 | -10
N#Cc1c(C(F)(F)F)cc(-c2ccccc2)nc1SCCN1CCOCC1 | -9 | 21 | -0.9 | 47* | -0.4 | -1.7 | -19 | 1 | -2 | -22
O=C(NCCCN1CCN(c2ccccc2F)CC1)C1CCN(S(=O)(=O)c2cccs2)CC1 | 1 | 25 | -0.3 | 2 | -0.5 | 1.1 | 1 | 5 | 3 | -4
O=C1CCCCN1CCC(=O)N1CCCC(Nc2ccc(F)c(F)c2)C1 (centres undefined) | -7 | -4 | -1.0 | 2 | -0.1 | 1.7 | 3 | 13 | 3 | -10
CC(C)OC(=O)CC1C(=O)NCCN1C(=S)NC(=O)c1ccccc1 (centres undefined) | -8 | -8 | -2.6 | 0 | 0.8 | · | -18 | 4 | 1 | -14
O=C(NCC1CCCO1)C(=O)N/N=C/c1ccc(OCc2ccccc2Cl)cc1 (centres undefined) | -5 | · | -1.2 | 1 | -0.3 | 0.4 | -25 | 2 | · | ·
O=C1CSC(c2ccc([N+](=O)[O-])cc2)N1c1ccccc1 (centres undefined) | -4 | 34 | 0.1 | 0 | i | 2.3 | 4 | -1 | 0 | -1
CN(C)c1ccc(C2OC(=O)C(C)(C)C(=O)C2(C)C)cc1 (centres undefined) | 1 | 21 | -0.7 | 3 | i | -1.0 | 2 | 2 | -2 | -15
CC(=O)Nc1ccc(S(=O)(=O)NNC(=S)NCC2CCCO2)cc1 (centres undefined) | -8 | 21 | 4.3 | 3 | i | 2.9 | -13 | 14 | -15 | -17
CC1(C)CC(=O)C=C(c2ccc(-c3ccccc3)cc2)C1=O | · | · | · | 1 | -0.5 | -1.3 | -3 | 9 | · | ·
O=C(CN1c2cccc3cccc(c23)S1(=O)=O)N1CCN(c2ccccc2)CC1 | -1 | · | 0.3 | 8 | i | -1.0 | 6 | 11 | · | 1
COc1cccc(C(=O)NCCS(=O)(=O)NC2CCCC2)c1 | 0 | · | 3.2 | 0 | i | -0.2 | 3 | -3 | · | -15
Cc1ccc2nc(NC(=O)CN(C)S(=O)(=O)c3ccc(Br)s3)sc2c1 | -52 | 11 | 1.3 | 1 | 3.8 | -2.8 | 9 | 1 | 12 | -4
CCC(=O)N1CCCC1(C)C(=O)NCc1ccc(SC)cc1 (centres undefined) | · | · | · | 1 | i | -1.4 | · | 0 | · | ·
CC(C)c1cc(Br)ccc1OCCN1C(=O)NC(C)(C)C1=O | 1 | -11 | -1.7 | -1 | i | · | -18 | 12 | 1 | -10
Cc1ccc(NC(=O)c2sc(Cl)nc2-c2ccccc2)cc1C | -2 | 33 | 0.6 | 0 | -2.8 | -3.9 | 67* | 8 | 1 | -10
Cc1ccc(NC(=O)CN2C(=O)NC(Cc3ccccc3)C2=O)c(Br)c1 (centres undefined) | 5 | 2 | -1.3 | -2 | -0.7 | · | 0 | -6 | -2 | 0
CCSc1ccccc1C(=O)NCc1ccc2c(c1)OCO2 | -6 | -8 | 0.6 | 0 | 2.0 | 0.1 | 7 | 4 | -1 | -7
O=C(NCCCc1ccccc1)c1ccc(-n2cncn2)c([N+](=O)[O-])c1 | -12 | · | -0.9 | 2 | i | -0.1 | 7 | 6 | · | 7
COc1ccccc1NC(=O)c1nn(C)c(C(=O)Nc2ccccc2OC)c1[N+](=O)[O-] | 0 | -16 | 1.1 | 1 | i | 0.6 | 5 | -2 | -2 | 1
CC(=O)NC(CC(=O)Nc1ccc2c(c1)OCCO2)c1ccccc1 (centres undefined) | 2 | 12 | 0.5 | -5 | i | -0.3 | 8 | 13 | 2 | -9

Reformatted with two lines to a compound: part of the list above
Below each compound – Rv3671c protease | DUSP3 inh | UGM FP inh | FBA Mtb inh | BH1578 lux ind | BioA inh | MazF activator | GDH-TPI counter | 3CLpro inhibitor | PriA SSB inh
CC(C)c1cc(Br)ccc1OCCN1C(=O)NC(C)(C)C1=O
 : 1 | -11 | -1.7 | -1 | i | · | -18 | 12 | 1 | -10
Cc1ccc(NC(=O)c2sc(Cl)nc2-c2ccccc2)cc1C
 : -2 | 33 | 0.6 | 0 | -2.8 | -3.9 | 67* | 8 | 1 | -10
Cc1ccc(NC(=O)CN2C(=O)NC(Cc3ccccc3)C2=O)c(Br)c1 (centres undefined)
 : 5 | 2 | -1.3 | -2 | -0.7 | · | 0 | -6 | -2 | 0

Carrying on:
SMILES | Rv3671c protease | DUSP3 inh | UGM FP inh | FBA Mtb inh | BH1578 lux ind | BioA inh | MazF activator | GDH-TPI counter | 3CLpro inhibitor | PriA SSB inh
CCN(C(=O)COC(=O)c1c(C)nn(-c2ccccc2)c1Cl)c1c(N)n(Cc2ccccc2)c(=O)[nH]c1=O | · | · | · | -2 | -1.1 | -0.3 | -1 | -1 | · | -8
O=C(COC(=O)/C=C/c1cccc(Br)c1)NC1CCCCC1 | -1 | · | 2.4 | 1 | i | -0.5 | -3 | -12 | · | -4
O=C(NNC(=O)c1cc2cc(Br)ccc2oc1=O)c1ccc(O)cc1 | -1 | 18 | -0.3 | -5 | 0.0 | -0.2 | 3 | 9 | 0 | -6
COc1ccc(NC(=O)COC(=O)c2ccco2)c([N+](=O)[O-])c1 | 9 | 13 | -4.6 | -2 | -0.2 | -2.3 | 0 | -1 | 0 | -9
CC1N(C)c2cc(NC(=O)c3ccco3)c(P(=O)(Nc3ccc([N+](=O)[O-])cc3)N3CCOCC3)cc2C1(C)C (centres undefined) | -19 | 13 | -3.2 | -1 | i | · | 7 | 19 | 5 | 2
Cc1nn(-c2ccccc2)c2sc(C(=O)NCCN3CCOCC3)cc12 | -8 | 19 | 1.9 | 33* | -1.3 | -1.4 | -6 | 10 | -5 | -15
C=CCN1C(=Nc2cccnc2)SCC1(O)c1ccc(C)cc1 (centres undefined) | 3 | 15 | 1.6 | · | · | · | · | · | 6 | ·
Cc1cc(NC(=O)COC(=O)c2c(C)noc2C)ccc1Br | -2 | 14 | 0.8 | 4 | -0.2 | 0.6 | 0 | -6 | 0 | -5
COc1ccc2nc(SCC(=O)NC(C)(C)C)[nH]c2c1 | 3 | 1 | 0.1 | 1 | i | · | -6 | 14 | -1 | -5
CSc1ncccc1C(=O)OCC(=O)c1cc2ccccc2o1 | -2 | -10 | 0.3 | 2 | -1.8 | -2.2 | -27 | 7 | 0 | -1
O=C(N/N=C/c1c[nH]c2ccccc12)c1ccc(Br)cc1 | 2 | -35 | -2.1 | 4 | -0.2 | 1.4 | 6 | 20 | 1 | ·
CCn1c(=O)c(C)nn2c3ccccc3nc12 | 0 | 21 | -0.8 | 2 | -0.4 | 0.0 | -4 | 18 | 1 | 8
CNC(=O)CN(c1ccc(C(C)C)cc1)S(C)(=O)=O | 9 | 8 | -2.5 | 3 | · | 0.3 | -1 | 0 | -12 | -2
CCCNC(=O)C1(C)CCCN(Cc2c(F)cccc2F)C1 (centres undefined) | · | · | · | -3 | -0.2 | 0.8 | · | -2 | · | ·
CCC(=O)NC(C)c1cc(Cl)c2ccccc2c1O (centres undefined) | -6 | · | 5.5 | 9 | 0.8 | 0.0 | 7 | -4 | · | -19
Cc1ccc2nc(-c3ccccc3N)[nH]c2c1 | 0 | 26 | -0.5 | + | -0.3 | 0.1 | 7 | 6 | -3 | 3
O=C(CN1CCC(NC(=O)c2ccccc2F)CC1)Nc1ccc2c(c1)OCCO2 | 2 | 20 | 0.8 | -4 | i | -0.3 | 4 | -3 | 4 | 0
COc1ccc(C2=NCC(=O)N(CC(=O)NCc3ccco3)c3sc4c(c32)CCCC4)cc1 | -8 | 32 | 6.7 | 2 | -0.4 | 2.7 | -4 | 12 | 1 | 8
CCCC(=O)Nc1nc2c(s1)COc1ccccc1-2 | -33 | 33 | -0.3 | 3 | -0.3 | -1.2 | 10 | 3 | 3 | 0
O=C(Nc1ccc(N2CCCC2)c(Cl)c1)c1ccco1 | 2 | 21 | -1.1 | -1 | -0.4 | -0.3 | 16 | 13 | -2 | 11
Cc1ccc(C2C(C#N)=C3N=C(N)c4ccccc4N3C3=C2C(=O)CCC3)cc1 (centres undefined) | 12 | 12 | -0.4 | -3 | -1.5 | -3.5 | -5 | 31* | 5 | 6
CCCS(=O)(=O)N1CCN(CC2CC3C=CC2C3)CC1 (centres undefined) | -3 | 11 | 2.4 | -1 | 0.7 | -1.2 | -1 | -2 | -2 | -6
O=C(CCCn1cnc([N+](=O)[O-])n1)Nc1cccc(O)c1 | 7 | 3 | 0.9 | 0 | -0.4 | -1.1 | -9 | 12 | 1 | -14
Cc1nn(Cc2ccccc2)c(Cl)c1C(=O)OC(C)C(=O)Nc1ccc(F)cc1Cl (centres undefined) | -12 | 26 | -1.6 | -3 | -0.6 | 0.0 | -2 | -1 | 3 | -6
CC1CCCN(C(=O)Cn2c(=O)oc3cc(S(=O)(=O)N4CCCCC4)ccc32)C1 (centres undefined) | 4 | 21 | -0.1 | -1 | -0.3 | -0.4 | 5 | -9 | -5 | -19
COc1ccc(C(=O)c2ccc(N(C)C)cc2)c(OC)c1 | 3 | 27 | -1.5 | 0 | -0.3 | -0.3 | 0 | 31* | 1 | 2
Nc1cc(=O)[nH]c(SCC(=O)Nc2cc(S(=O)(=O)N3CCCCC3)ccc2Cl)n1 | -8 | · | 0.1 | 2 | i | -1.3 | 0 | 9 | · | -7
Cc1ccc(C(C)n2cc(C(=O)NCc3ccccn3)nn2)cc1 (centres undefined) | -4 | 30 | -3.0 | 3 | -0.3 | -0.2 | 13 | 11 | -1 | -2
CCOC(=O)c1csc(NC(=O)CSc2nnnn2-c2ccc(OC)cc2)n1 | 1 | 24 | -0.8 | 0 | -5.0 | 0.4 | -7 | -4 | 0 | 3
